RGS12 GoLoco inh = RGS12 GoLoco-Gai1 interaction inhibition. AID 880. hit rate 0.44% among 230,000. Potency, µM (titrated, usually from 61.6 µM), for inactives: at the top dose activity, negative = inhibition, actives largely listed as inhibitors. Gai1:RGS12 GoLoco peptide FP, rhodamine, 10 min; active = well fitted inhibition curve with a large enough effect, not every such curve was filed as active; inactive = no such curve, though single readings can be large or run the other way; note: % is set by controls: 0 for no effect and ±100 for the full control effect; nearly all actives have a fitted effect of over 30% in size; many of its hits are not listed in these tables
Target sequence (P63096 whole entry, looked up): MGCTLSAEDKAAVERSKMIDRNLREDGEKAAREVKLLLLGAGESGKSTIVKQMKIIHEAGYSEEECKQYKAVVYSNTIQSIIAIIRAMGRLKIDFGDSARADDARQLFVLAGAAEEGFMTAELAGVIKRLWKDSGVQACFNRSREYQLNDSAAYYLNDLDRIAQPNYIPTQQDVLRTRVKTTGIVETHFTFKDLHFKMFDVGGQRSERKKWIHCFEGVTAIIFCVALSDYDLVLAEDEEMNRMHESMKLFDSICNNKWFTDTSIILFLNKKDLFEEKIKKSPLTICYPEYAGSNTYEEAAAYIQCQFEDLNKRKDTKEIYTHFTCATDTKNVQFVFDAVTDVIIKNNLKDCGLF
NPSR antagonist = antagonists of human neuropeptide S receptor cAMP signaling | Potency, µM (doses to about 38.3 µM), for the others: at the highest dose activity change, negative = inhibition, hits mostly inhibitors | hit rate 1% among 220,000 | Q6W5P4 | CHO-NPSR cells, cAMP TR-FRET, antagonist mode; note: % is set by controls: 0 for no effect and ±100 for the full control effect; nearly all actives have a fitted effect of over 50% in size; many of its hits are not listed in these tables
Target sequence (Q6W5P4 whole entry, looked up): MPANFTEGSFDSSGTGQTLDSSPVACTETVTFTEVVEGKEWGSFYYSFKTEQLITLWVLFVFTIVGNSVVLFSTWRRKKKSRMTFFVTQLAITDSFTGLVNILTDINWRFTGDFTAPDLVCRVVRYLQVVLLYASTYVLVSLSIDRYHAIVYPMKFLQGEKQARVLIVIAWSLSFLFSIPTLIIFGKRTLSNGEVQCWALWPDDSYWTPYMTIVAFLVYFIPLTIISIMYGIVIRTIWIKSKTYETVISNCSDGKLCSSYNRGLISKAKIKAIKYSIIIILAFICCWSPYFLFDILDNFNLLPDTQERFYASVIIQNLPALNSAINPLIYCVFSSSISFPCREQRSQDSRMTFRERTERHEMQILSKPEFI
JMJD2E inh = blocks human JMJD2E demethylase activity; B2RXH2; JMJD2E catalytic domain, FDH-coupled NADH fluorescence (FDH is formaldehyde dehydrogenase); Potency, µM (series often up to 57.1 µM), for the others: at the top dose activity change, negative = inhibition, usual class: inhibitors; hit rate 1.6% among 230,000; active = well fitted inhibition curve with a large enough effect, not every such curve was filed as active; inconclusive = small, poorly fitted or top-dose-only effect, or another doubt; inactive = no such curve, though single readings can be large or run the other way;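 note: 0% = wells with enzyme and -100% = buffer wells without enzyme; nearly all actives have a fitted effect of over 50% in size; many of its hits are not listed in these tables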
Target sequence (B2RXH2 1-337 limits assumed): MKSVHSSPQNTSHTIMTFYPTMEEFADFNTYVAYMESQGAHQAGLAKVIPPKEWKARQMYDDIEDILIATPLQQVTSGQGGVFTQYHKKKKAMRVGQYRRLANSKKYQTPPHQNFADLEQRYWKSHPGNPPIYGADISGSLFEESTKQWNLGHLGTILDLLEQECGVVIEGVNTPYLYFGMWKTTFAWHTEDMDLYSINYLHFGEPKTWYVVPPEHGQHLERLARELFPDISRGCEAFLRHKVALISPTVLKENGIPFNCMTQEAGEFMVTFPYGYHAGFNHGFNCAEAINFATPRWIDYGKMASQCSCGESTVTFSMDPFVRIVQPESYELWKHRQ
SMN2 splice enh = SMN2 splice variant enhancement; HEK293 SMN2-luciferase splicing reporter, luminescence, 30-36 h; Potency, µM (series often up to 46.1 µM), inactives show at the top dose activity change, positive = activation, actives largely listed as activators; hit rate 2.8% among 210,000; AID 1458; note: % of control where 0% means no effect; nearly all actives have a fitted effect of over 55% in size
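HEK293 cells carry an SMN2 […]–luciferase reporter in which exon 7 inclusion puts luciferase in frame. Cells were plated 10-12 h before compound addition, then incubated 30-36 h at 37C. ONE-Glo luminescence was read; sodium butyrate at 4.5 mM final served as control.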
KinaseGlo FLuc = blocks Kinase-Glo luciferase, a counter-screen artifact; Q27757; Kinase-Glo luciferase, ATP luminescence, 8 min; Potency, µM (top dose mostly 38.3 µM), for the others: at the highest dose activity change, negative = inhibition, most hits filed as inhibitors; hit rate 0.28% among 200,000; AID 1379; note: % is set by controls: 0 for no effect and ±100 for the full control effect; nearly all actives have a fitted effect of over 60% in size
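Substrate mix (final 50 mM imidazole pH 7.2, 50 mM KCl, 7 mM MgCl2, 10 uM ATP, 0.01% Tween 20, 0.05% BSA) plus pin-tool compound, then Kinase-Glo detection mix; 8 min ambient, luminescence read.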
Epigenetic derep = regulators of epigenetic silencing causing reporter derepression in mouse cells; Potency, µM (top dose mostly 53.9 µM), without a hit: at the top dose GFP activation, usual class: activators; hit rate 0.2% among 280,000; murine LDR cells, GFP reporter derepression, 30 h; note: % of control where 0% means no effect; nearly all actives have a fitted effect of over 60% in size
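Murine LDR cells carrying a silenced, genomically integrated CMV-driven GFP reporter were exposed to compound for 30 hours at 37 C. After PBS washes, GFP-positive cells (20–120 um objects) were counted by laser-scanning microplate cytometry.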
IMPase Li cell = IMPase inhibition in cells with lithium potentiation. CHO-M1 cells, IP1 TR-FRET (IP-One), carbachol + lithium. Potency, µM (highest dose often 59.4 µM), inactives show at the top dose activity, negative = IMPase inhibition, most hits filed as inhibitors. hit rate 0.35% among 210,000;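 note: IP1 builds up when IMPase is blocked and the TR-FRET signal falls; plate controls were basal vehicle for no effect and high inhibitor control for full effect; nearly all actives have a fitted effect of over 50% in size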
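IP1 accumulation measured by competitive TR-FRET in lysed CHO-M1 cells after 30 min compound exposure at 37C, with a small lithium addition to potentiate weak responses. Hill-equation AC50 from ratio and donor-channel data.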
RECQ1 helicase = blocks DNA unwinding by human RECQ1. P46063. RECQ1 DNA unwinding, red fluorescence kinetic read. Potency, µM (series often up to 57.3 µM), for the others: top-dose activity, negative = inhibition, most hits filed as inhibitors. hit rate 0.54% among 240,000. AID 2549;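 note: plate controls were vehicle for no effect and no enzyme for full effect; nearly all actives have a fitted effect of over 30% in size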
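50 nM RECQ1T1 preincubated 15 min with compound in Tris pH 8.0 buffer with MgCl2, DTT, Tween-20 and 2.5 ug/ml poly(dI-dC); started with 200 nM TAMRA/BHQ-2 forked duplex and 2 mM ATP. Unwinding read as fluorescence (525/598 nm), two reads 2 h apart.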
Active calls of the source: *; i = inactive; u = inconclusive; x = no result given; & = joins results of further samples; [ ] = dose if it differs, or a comment. Unless noted, calls come from the whole dose curve; as a rule, active = well fitted curve in the direction sought with a large enough effect; inconclusive = small, poorly fitted or top-dose-only effect, or another doubt; inactive = no such curve, though single readings can be large; an effect the other way counts as inactive or inconclusive. Potency is the fitted concentration of half-maximal effect.

SMILES | RGS12 GoLoco inh | NPSR antagonist | JMJD2E inh | SMN2 splice enh | KinaseGlo FLuc | Epigenetic derep | IMPase Li cell | RECQ1 helicase
CSC1=NCCN1C(=O)c1ccc2c(c1)OCO2 | x | -4.5%[46.1 µM] | 6.2% | x | x | -1.0% | x | -3.9%
CCCC1C(c2ccco2)NC(c2ccco2)CC1(C)O (stereo unspecified) | -8.1% | 12.7%[46.1 µM] | u | -7.7% | -3.5% | 1.4% | 5.2%[38.3 µM] | -1.1%
CCCCC(CC)COC1(c2ccccc2)OC(=O)c2ccccc21 (stereo unspecified) | 6.2% | -27.7%[46.1 µM] | -9.8% | -10.4% | -0.4% | -1.2% | 15.4%[38.3 µM] | -10.1%
Cc1onc(-c2ccccc2Cl)c1C(=O)Nc1nc2ccc(S(C)(=O)=O)cc2s1 | 3.8% | -23.6% | -15.4% | 0.8% | 0.0% | 1.0% | -5.6% | i
O=C(N/N=C/c1ccc(F)cc1)c1ccc(OCc2ccccc2)cc1 | -6.1% | -1.3% | 14.9% | x | x | 0.1% | x | -13.9%
O=C1CCCC2=C1C(c1ccc(Br)cc1)c1c([nH]c(=S)[nH]c1=O)N2 (stereo unspecified) | -17.1% | -9.3%[46.1 µM] | u | -6.0% | 2.7% | 1.6% | 9.6%[38.3 µM] | u
Cc1ccc2nc3ccc(N4CCN(C)CC4)nn3c(=O)c2c1 | 9.4% | -11.0%[46.1 µM] | u | x | -4.1% | 3.4% | -4.9%[38.3 µM] | i
CC(=O)Nc1ccc(S(=O)(=O)NCCc2ccccn2)cc1 | 2.0% | 13.5% | 9.2% | 15.2% | 0.8% | -5.5% | -2.3% | -2.5%
C=C(C)C1CC=C(C)/C(=N/NC(=S)Nc2ccccc2)C1 (stereo unspecified) | 4.7% | -13.3% | 1.9% | 10.9% | 1.8% | 3.1% | 1.7% | -20.3%
S=c1nc2ccccc2c2nc(-c3ccccc3)[nH]n12 | -11.0% | -29.5%[46.1 µM] | 2.6% | -9.7% | 1.6% | -0.9% | 2.5%[38.3 µM] | i
CN(C)c1ccc(P(=O)(OC2CCCCC2)C(O)c2ccccn2)cc1 (stereo unspecified) | 5.9% | -8.4%[7.67 µM] | u | x | x | -1.4% | x | i
O=C(O)C1Cc2[nH]cnc2C(c2ccccc2O)N1 (stereo unspecified) | 5.0% | 9.9% | 31.6µM* | 1.9% | 2.2% | 2.3% | 5.5% | -2.1%
C=CCOc1ccc(/C=N/n2cncn2)cc1OC | 7.4% | -9.9%[46.1 µM] | u | 17.4% | -0.8% | -1.1% | 15.1%[38.3 µM] | -0.8%
O=C(c1ccc2ccccc2n1)N1CCN(c2ccccc2)CC1 | 4.5% | -8.2%[46.1 µM] | -1.5% | -0.6% | 5.7% | 0.9% | 6.1% | -6.4%
COc1ccc2[nH]c(=O)c(CNc3cc(C)ccc3C)cc2c1 | -4.0% | 5.7% | -3.6% | x | x | -1.0% | x | -6.2%
CC1(c2ccc(OC(F)F)cc2)NC(=O)N(CC(=O)Nc2ccc3c(c2)OCO3)C1=O (stereo unspecified) | 9.5% | -12.7%[46.1 µM] | -4.7% | -11.6% | -0.5% | -0.8% | 13.0%[38.3 µM] | -7.6%
Cn1c(CNC(=O)c2ccccc2F)nnc1SCc1nc2ccccc2c(=O)[nH]1 | 23.5% | -2.5% | -0.9% | -2.8% | 1.7% | 8.3% | 4.9% | 3.2%
COc1ccc(C(=O)Nc2nncs2)c(OC)c1 | 0.8% | -23.2% | -17.3% | 11.2µM* | 1.6% | 0.0% | -6.2% | 5.7%
Cc1cc(OCC(=O)NC(C)C)cc(C)c1Br | -0.8% | 13.3% | -2.5% | -2.0% | 1.8% | -6.9% | 3.3% | -0.1%
Cc1cc(NC(=O)COn2nnc3ccccc32)no1 | 10.9% | -12.3%[46.1 µM] | 1.5% | -2.2% | -1.7% | 0.0% | 6.4%[38.3 µM] | -7.1%
O=C(NCC1(N2CCCCC2)CCCCC1)C1CC(=O)N(c2ccc3c(c2)OCCO3)C1 (stereo unspecified) | 2.9% | 7.2% | -5.0% | -5.4% | -2.4% | -1.4% | 16.9% | i
Cn1c(=O)[nH]c2ncccc21 | -9.0% | 27.8% | -21.1% | x | x | -0.7% | x | -10.2%
CCc1ccccc1N(C(=O)Cn1nnc2ccccc21)C(C(=O)NCCOC)c1ccco1 (stereo unspecified) | 10.0% | -5.9%[46.1 µM] | -0.8% | 14.5% | -0.1% | 0.0% | 11.5%[38.3 µM] | -4.4%
O=C(O)[C@@H]1[C@@H](C(=O)NCc2ccncc2)[C@@H]2C=C[C@@H]1O2 | -0.7%[14.2 µM] | x | x | -8.3%[9.22 µM] | -1.4%[7.66 µM] | x | -2.7% | x
CCCCCc1nc2sc3c(c2c(=O)n1N)CCC3 | 0.9% | 5.2% | 2.5% | -65.0% | 4.2% | -1.0% | 8.6% | -1.2%
Cc1cc(C(=O)CN2C(=O)CCC2=O)c(C)n1Cc1ccccc1 | 16.4% | -1.1%[46.1 µM] | -7.1% | -42.7%[inhibitor] | 11.5% | 2.5% | -9.0%[38.3 µM] | -6.9%
Cc1ccc(Cl)cc1NC(=O)COC(=O)C12CC3CC(CC(C3)C1)C2 | 1.5%&7.6% | -20.9%[46.1 µM] | -0.7%&-2.2% | -12.3%&5.5% | -1.0%&-4.0% | -0.9%&1.2% | -7.1%[38.3 µM] | 4.6%&-8.7%
Cn1nnnc1SCC(=O)NNC(=O)c1ccc(F)cc1 | 16.0% | 9.7% | -5.4% | -0.3% | -4.8% | -1.9%[10.1 µM] | 5.6% | i
Cc1ccc(NC(=O)/C=C\C(=O)NCC(=O)O)cc1 | 13.0% | 9.9% | -1.8% | -2.4% | 3.3% | 1.3% | 2.4% | i
CCCc1[nH]n(-c2nc3ccccc3s2)c(=O)c1C=NCC1CCCO1 (stereo unspecified) | 5.7% | -29.7%[46.1 µM] | -7.2% | -6.7% | 0.8% | 0.8% | -2.2%[38.3 µM] | -5.3%
CCc1cc(C(=O)N2CCCC(CNC(=O)c3ccc(-c4ccccc4)cc3)C2)no1 (stereo unspecified) | 12.2% | 27.4% | 13.4% | x | x | -1.7% | x | i
CCN1C(=O)/C(=C\c2ccncc2)SC1=S | 1.4% | -13.6% | -4.8% | x | x | -1.7% | x | i
O=C1CN(S(=O)(=O)c2ccc(F)cc2)CC(=O)N1CCc1ccccc1 | 10.7% | -14.1%[46.1 µM] | 5.5% | -0.9% | 6.6% | -1.5% | 14.0%[38.3 µM] | -3.3%
CCOCCCNS(=O)(=O)c1ccc2c(c1)OCCO2 | x | -3.7%[46.1 µM] | u | x | x | -1.0% | x | -4.3%
CCOCc1c(C(=O)OCC(=O)Nc2ccc(C)c(S(=O)(=O)N(C)C)c2)oc2ccccc12 | 4.0% | 1.3% | -12.8% | -2.3% | 3.1% | -0.1% | 8.5% | -16.3%
Cc1ccc(NC2CC(=O)N(c3ccc(C)cc3)C2=O)cc1 (stereo unspecified) | 2.6% | -6.0%[46.1 µM] | -1.3% | -2.7% | -0.9% | -0.7% | 30.3%[activator][38.3 µM] | -12.3%
COc1ccccc1C(=O)Nc1ccc(Oc2ncnc3sc(-c4ccccc4)cc23)cc1 | -0.3% | -8.7%[46.1 µM] | x | -15.1% | -0.2% | -1.2% | -6.5%[38.3 µM] | i
O=C1c2ccccc2C(=O)N1CCCCSc1nnc2c(Cl)cc(Cl)cn12 | 5.7% | -14.9%[46.1 µM] | -5.6% | -16.3% | 15.1% | -0.2% | 12.9%[38.3 µM] | -7.4%
CC(C)(C)C(=O)Nc1c2c(nc3c1CCC3)CCCC2 | -6.5% | -7.0%[46.1 µM] | -0.2% | -3.2% | -2.3% | 0.7% | 2.2%[38.3 µM] | -5.9%
Nc1ccc2nc(-c3cccs3)[nH]c2c1 | 3.0% | -34.2% | u | 22.4µM* | -23.5% | -1.0% | -25.3% | -3.2%
O=C(O)C1CCCN1C(=O)Oc1ccccc1 (stereo unspecified) | 13.6% | -2.2%[46.1 µM] | 10.9% | u | 0.3% | 0.0% | 25.5%[38.3 µM] | 1.8%
CCn1c2ccccc2c2cc([N+](=O)[O-])ccc21 | 6.8% | -4.6% | -2.7% | -10.3% | 0.1% | -1.2% | -1.3% | i
Cc1cccc(-c2n[nH]c(=S)n2/N=C/C=C/c2ccco2)c1 | 15.3% | 37.0% | -21.5% | x | x | -1.0% | x | u
O=C(CC1(O)C(=O)N(Cc2ccc3c(c2)OCO3)c2ccccc21)c1ccccc1 (stereo unspecified) | 1.4% | -17.9%[46.1 µM] | -7.5% | -0.9% | 12.7% | 4.4% | 1.0%[38.3 µM] | -10.2%
CCOC(=O)c1c(-c2cccs2)csc1NC(=O)CC(C)C | 4.8% | u | u | 2.6% | -4.4% | -8.7% | 42.2%[activator][38.3 µM] | i
CCC(=O)c1cn(CC(=O)O)c2ccccc12 | 11.9% | 8.1% | -30.1% | 12.4% | 7.7% | 1.4% | 8.9% | i
COc1cc2nc(N3CCNCC3)nc(N)c2cc1OC | -1.1% | -10.5%[46.1 µM] | u | 24.0% | 3.7% | -0.8% | -6.7%[38.3 µM] | 15.4%
Cc1ccc(C(=O)Nc2oc(-c3ccccc3)cc2C#N)cc1 | 9.1% | -7.6%[46.1 µM] | u | 5.8% | -2.0% | -0.7% | -13.5%[38.3 µM] | -0.3%
O=C(NC(=S)N1CCN(C/C=C/c2ccccc2)CC1)c1cccnc1 | -6.3% | 19.3% | 2.7% | x | x | 3.1% | x | -14.5%
Cc1noc(C)c1C(=O)N1CCC[C@@]2(CCN(c3ccccc3)C2)C1 | -4.9% | x | x | -6.3% | -0.8% | x | 8.1% | -1.5%
Cc1cccn2cc(CCNC(=O)c3cccs3)nc12 | 0.9% | 4.2% | -3.2% | x | x | -2.3% | x | i

Some entries already given, limited to KinaseGlo FLuc and RGS12 GoLoco inh:
Compound,KinaseGlo FLuc,RGS12 GoLoco inh
O=C(NC(=S)N1CCN(C/C=C/c2ccccc2)CC1)c1cccnc1,x,-6.3%
Cc1noc(C)c1C(=O)N1CCC[C@@]2(CCN(c3ccccc3)C2)C1,-0.8%,-4.9%

Bioassay records from PubChem BioAssay.

Not all compounds are listed; count on the stated rates, not on these rows.
